AGP1-GFP MLPCN: modulators of AGP1-GFP expression in yeast TOR pathway, primary screen, cell-based, multiplex flow cytometry, S. cerevisiae, MLPCN library; 3 h; GFP as percent of DMSO wells; hit rate 0.02% among 320,000; GFP response vs DMSO, % at 10 µM;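 active = GFP response relative to DMSO above a set limit, near screen average plus 3 SD, cut at about 150% in these data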;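 note: median GFP channel fluorescence of the gated AGP1 strain per well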
CIT2-GFP yeast: modulators of CIT2-GFP expression in yeast, primary screen, S. cerevisiae, GFP fusion, multiplex flow cytometry, MLPCN library; S. cerevisiae CIT2-GFP strain, 3 h; 100 means same as DMSO wells; GFP response vs DMSO, % at 10 µM; hit rate 0.065% among 320,000;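 active = GFP response relative to DMSO above a set limit, near the screen mean plus 3 SD, cut at about 150% in these data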;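 note: ratio of well median GFP fluorescence to mean of DMSO wells on the plate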
AHR act: AHR activators, primary screen, cell-based, luminescence, luciferase reporter, human; Aryl hydrocarbon receptor (Homo sapiens), P35869; AHR-responsive luciferase reporter cells; activation, % at 5 µM; hit rate 2.5% among 320,000; in the data active = activation above about 47%;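 note: 0% = vehicle wells and 100% = reference agonist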
Target sequence (P35869 whole entry, looked up): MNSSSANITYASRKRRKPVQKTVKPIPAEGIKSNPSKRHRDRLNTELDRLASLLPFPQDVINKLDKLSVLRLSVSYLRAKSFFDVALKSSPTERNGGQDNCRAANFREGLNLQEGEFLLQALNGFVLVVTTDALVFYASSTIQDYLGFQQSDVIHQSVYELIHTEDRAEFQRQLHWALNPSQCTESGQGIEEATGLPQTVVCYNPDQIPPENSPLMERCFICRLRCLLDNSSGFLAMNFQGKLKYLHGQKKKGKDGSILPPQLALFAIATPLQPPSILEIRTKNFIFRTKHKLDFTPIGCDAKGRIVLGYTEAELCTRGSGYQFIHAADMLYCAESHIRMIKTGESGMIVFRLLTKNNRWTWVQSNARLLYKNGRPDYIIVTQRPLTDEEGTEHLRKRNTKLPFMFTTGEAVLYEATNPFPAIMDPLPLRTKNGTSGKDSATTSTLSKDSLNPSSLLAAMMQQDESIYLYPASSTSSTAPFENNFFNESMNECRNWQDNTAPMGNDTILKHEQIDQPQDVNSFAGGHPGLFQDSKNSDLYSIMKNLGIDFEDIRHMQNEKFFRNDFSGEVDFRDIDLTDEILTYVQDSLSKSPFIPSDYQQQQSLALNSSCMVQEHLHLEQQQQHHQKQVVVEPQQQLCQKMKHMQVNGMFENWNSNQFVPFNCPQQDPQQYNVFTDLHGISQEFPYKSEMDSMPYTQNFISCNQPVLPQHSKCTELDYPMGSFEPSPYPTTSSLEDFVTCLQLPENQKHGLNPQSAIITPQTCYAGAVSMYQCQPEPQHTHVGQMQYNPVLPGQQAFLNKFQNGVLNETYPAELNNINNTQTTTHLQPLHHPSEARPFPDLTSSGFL
RPL19A-GFP yeast: RPL19A-GFP expression modulators in yeast, primary screen, cell-based, S. cerevisiae, multiplex flow cytometry, MLPCN. S. cerevisiae RPL19A-GFP strain, 3 h; stronger effect = lower value. percent response vs DMSO, % at 10 µM. hit rate 0.3% among 330,000;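 active = percent response vs DMSO below 50%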;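 note: median channel GFP fluorescence of the barcoded RPL19A-GFP strain; ratio of sample median GFP to plate DMSO average so 100% = DMSO; lower means less RPL19A-GFP as with rapamycin TOR inhibition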
Efflux pump mplx: inhibitors of Candida efflux pumps in yeast, primary screen, S. cerevisiae, Nile Red, multiplex. AID 485275, 2010. S. cerevisiae Candida pump triplex. hit rate 0.44% among 330,000. inhibition, % at 10 µM;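 active = plate passing quality check with inhibition over a set limit, or well fluorescence over plate mean plus 4 SD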;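 note: Nile Red retained in pooled yeast measured as flow cytometry median fluorescence; 0% = buffer negative control and 100% = Enniatin B positive control; higher means more Nile Red kept so more efflux inhibition; some compounds called inactive have numbers as strong as hits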
LAP4-GFP MLPCN: modulators of LAP4-GFP expression in yeast, primary screen, S. cerevisiae, multiplex flow cytometry, MLPCN library; 3 h; median GFP as percent of DMSO wells; GFP response vs DMSO, % at 10 µM; hit rate 0.34% among 320,000; AID 2023, 2009;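 active = GFP response vs DMSO above a set limit, about the screen mean plus 3 SD, cut at about 150% in these data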
MEP2-GFP yeast: modulators of MEP2-GFP levels in yeast, primary screen, S. cerevisiae, multiplex flow cytometry, MLPCN library; S. cerevisiae MEP2-GFP strain, 3 h; 100% = DMSO control level; GFP response vs DMSO, % at 10 µM; hit rate 0.51% among 330,000; AID 2016, 2009;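 active = GFP response versus DMSO above a set limit, roughly screen mean plus 3 SD, cut at about 180% in these data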;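 note: median GFP fluorescence of the barcode-gated MEP2-GFP cells per well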
Yeast superoxide: reduction of superoxide in aged yeast, primary screen, HTS; S. cerevisiae aged cells, superoxide DHE fluorescence; stronger effect = lower value; superoxide response (% of plate mean), % at 10 µM; hit rate 0.18% among 330,000; AID 2690, 2010;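 active = superoxide response under a set limit, about three screen SD below normal, cut at about 65% in these data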;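 note: yeast aged for seven days with compound at 30 °C before DHE staining; 100% = average MFI of all compound-treated wells on the plate with controls excluded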
The depositor's hits bear a star; . = no result given; [ ] = remark or other dose. Not a hit list, and some 3.9% of all compounds hit somewhere here.

SMILES	AGP1-GFP MLPCN	CIT2-GFP yeast	AHR act	RPL19A-GFP yeast	Efflux pump mplx	LAP4-GFP MLPCN	MEP2-GFP yeast	Yeast superoxide
Cc1nonc1CN(C)C(=O)c1ccc(OC2CCN(C(=O)c3cccnc3)CC2)cc1	108.9	95.2	0.7	100.2	-0.1	95.7	100.7	77.4
COc1ccc(OC(=O)CCN2C(=O)C3C4C=CC(C4)C3C2=O)cc1 (stereo not drawn)	91.6	106.5	-0.4	115.5	0.0	92.1	118.7	106.0
O=C(O)C1CCCCC1C(=O)Nc1nc(-c2cccs2)cs1 (stereo not drawn)	91.2	80.3	6.8	93.3	0.2	87.0	90.0	111.8
CC(C)CCNC(=O)Cn1c(=O)oc2cc(S(=O)(=O)N3CCc4ccccc43)ccc21	104.6	104.3	5.0	98.8	0.1	108.8	114.7	102.0
O=C1C2C3C=CC(C2C(=O)N1c1cccc(O)c1)C1C2C(=O)N(c4cccc(O)c4)C(=O)C2C31 (stereo not drawn)	87.0	89.4	2.5	87.1	-0.1	78.9	90.4	119.5
O=C(CC(=O)N/N=C/c1ccc(C(=O)O)cc1)NCCc1ccccc1	103.1	101.4	-0.1	100.5	-0.1	97.4	105.6	109.8
O=C(NC(=S)NNC(=O)c1ccco1)c1ccc(Br)cc1	63.2	68.5	8.4	84.2	0.1	88.5	83.1	243.6
COc1ccc(-c2nc(C#N)c(NCCCN(C)C)o2)cc1OC	96.8	101.2	10.1	95.9	0.0	97.7	98.3	92.0
COc1ccc(CNC(=O)C2CCCN(c3nc4ccccc4o3)C2)c(OC)c1 (stereo not drawn)	97.7	94.2	0.3	97.0	0.1	110.1	101.6	104.7
CCOc1ccc(CN(C(=O)c2oc3cc(C)ccc3c2C)C2CCS(=O)(=O)C2)cc1 (stereo not drawn)	86.6	82.9	-4.9	84.6	0.3	87.5	96.5	128.3
NS(=O)(=O)c1ccc(NC(=O)COC(=O)CCC2CCCCC2)cc1	105.3	113.9	9.0	105.0	1.0	91.8	100.2	96.8
COC(=O)c1cn(-c2ccccc2)c(=O)c2ccccc12	87.7	88.3	1.1	95.7	-0.2	95.7	88.1	82.9
Cc1ccc(-c2cc3nn(-c4ccccc4)c(N)c3c(=O)o2)cc1	96.1	97.8	0.0	97.8	-0.1	106.6	102.8	92.3
Cc1cc(C)nc(NC2=NCC(=O)N2c2ccccc2)n1	103.8	98.0	38.1	100.3	-0.1	99.5	98.8	108.2
CC(C)(C)c1cc(C(=O)N2CCc3ccccc3C2)ccn1	100.5	102.3	5.1	105.7	-0.1	99.9	105.4	94.5
O=C(NCCN1CCOCC1)c1ccc2c(c1)N(Cc1ccccc1F)C(=O)c1ccccc1S2(=O)=O	105.3	120.6	1.0	101.2	-0.1	92.1	103.7	84.7
COCCn1c(C)cc(C(=O)CSc2nc(C)c(C)c(C)n2)c1C	99.4	99.8	17.4	101.8	-0.2	118.6	99.0	105.8
O=C(N/C(=C\c1ccccc1)C(=O)N1CCCCC1)c1ccc(Br)o1	103.2[may fluoresce green]	100.2[may fluoresce green]	28.1	100.9[may fluoresce green]	-0.8	99.7[may fluoresce green]	101.7[may fluoresce green]	94.2
CCOC(=O)C1(Cc2ccccc2)CCN(Cc2ccc(COC)o2)CC1	102.0	93.1	0.5	93.7	0.1	99.5	98.3	98.7
CCCN(CCC)c1nc(N)nc(-c2cc(Cl)ccc2OC)n1	109.2	111.8	19.8	102.8	-0.1	113.2	106.1	97.6
Cc1cc(NS(=O)(=O)Cc2ccccc2)cc(C)c1OCC(=O)N1CCOCC1	.	88.5	0.7	89.4	0.0	100.8	90.3	104.4
COc1ccc(NC(=O)C(OC)c2ccccc2)cc1Cl (stereo not drawn)	96.0	103.6	8.0	100.2	-0.1	93.2	100.7	93.5
O=C(/C=C/c1ccc(F)cc1)NCc1cccs1	97.2	97.2	6.7	103.5	0.3	103.0	108.2	101.8
Cc1cccc(Nc2nc3c(c(=O)n(C)c(=O)n3C)n2CC(O)CO)c1 (stereo not drawn)	101.9	100.9	34.1	100.5	-0.1	96.5	100.0	116.9
O=C(OCC(=O)N1CCN(C(=O)c2ccco2)CC1)c1ccccc1	102.3	99.0	0.9	98.1	0.0	100.9	94.9	101.1

Filtered by structure, the entries above with a Cl atom
SMILES	AGP1-GFP MLPCN	CIT2-GFP yeast	AHR act	RPL19A-GFP yeast	Efflux pump mplx	LAP4-GFP MLPCN	MEP2-GFP yeast	Yeast superoxide
CCCN(CCC)c1nc(N)nc(-c2cc(Cl)ccc2OC)n1	109.2	111.8	19.8	102.8	-0.1	113.2	106.1	97.6
COc1ccc(NC(=O)C(OC)c2ccccc2)cc1Cl (stereo not drawn)	96.0	103.6	8.0	100.2	-0.1	93.2	100.7	93.5

Additional entries follow:
SMILES	AGP1-GFP MLPCN	CIT2-GFP yeast	AHR act	RPL19A-GFP yeast	Efflux pump mplx	LAP4-GFP MLPCN	MEP2-GFP yeast	Yeast superoxide
CC(C)OC(=O)c1c(F)c(F)c(N2CCOCC2)c(F)c1F	84.2	73.9	-0.8	115.0	0.0	86.1	95.5	98.2
CCCC(C)NC(=O)CSc1nnc(-c2c[nH]c3ccccc23)o1 (stereo not drawn)	102.5	102.3	-0.2	100.8	-0.1	99.2	99.3	98.1
CC(C)CN(C(=O)CCCSc1nc2ccccc2[nH]1)c1c(N)n(Cc2ccccc2)c(=O)[nH]c1=O	107.0	103.8	1.0	99.8	0.0	103.9	102.6	86.6
O=C(COc1ccc(Cl)cc1)OCc1csc(Nc2ccccc2)n1	99.3	103.4	2.4	101.3	0.0	86.6	99.4	85.9
CCc1ccccc1NC(=O)c1ccc2c(O)c(S(=O)(=O)c3ccc(OC)cc3)c(=O)[nH]c2c1	101.0	101.2	0.4	100.3	0.1	94.4	91.8	133.8
COc1ccc(-c2nnc(SCC(=O)N3CCN(c4ccccc4)CC3)o2)cc1OC	102.9	99.6	3.3	99.0	0.0	99.2	102.7	84.8
Cn1c(=O)c2c(nc(CN3CCc4ccccc4C3)n2CCCO)n(C)c1=O	100.4	99.3	2.2	98.0	-0.1	93.5	99.0	92.4
O=C(Cn1cc(C(=O)C(F)(F)F)c2ccccc21)Nc1ccccc1F	26.4	98.0	1.0	95.0	0.0	79.2	97.4	86.8
Cn1nnnc1SCC(=O)NCCc1ccc(Cl)cc1	92.6	90.4	-1.5	93.3	0.0	92.9	97.0	93.5
CCOC(=O)c1cnn(Cc2ccccc2Cl)c1N	106.4	98.6	13.3	100.8	-0.1	110.9	99.4	96.9
Cc1nc(SCC(=O)Nc2cccc(Cl)c2)n[nH]1	98.4	100.8	1.1	95.4	0.0	98.1	101.2	106.4
Cc1ccc(C(=O)Nc2cccc(C(=O)O)c2)cc1S(=O)(=O)N1CCOCC1	107.6	107.5	-1.1	99.7	-0.1	99.8	110.7	103.3
Cc1ccc(CSCC(=O)Nc2cc(S(=O)(=O)N3CCOCC3)ccc2OC(C)C)cc1	109.1	90.5	-3.9	100.0	0.0	107.4	102.1	98.6
CC(=O)Nc1ccc(S(=O)(=O)N2CCCCC2c2cccnc2)cc1 (stereo not drawn)	90.4	72.9	0.3	91.6	0.4	83.6	93.0	91.5
CCOC(=O)c1ccc(NC(=S)NCCCN2CCN(C3CCCCC3)CC2)cc1	103.6	103.0	0.9	99.4	-0.1	111.7	99.1	92.4
CS(=O)(=O)c1ccc2nc(NC(=O)C3CCCO3)sc2c1 (stereo not drawn)	98.5	95.5	10.0	98.5	0.0	102.6	96.4	120.9
N[C@H]1C(O)O[C@H](CO)[C@@H](O)[C@@H]1O (stereo partly drawn)	83.5	83.9	-1.2	92.8	0.0	84.4	87.6	90.7
CC(C)(C)OC(=O)C[C@H]1C/C=C\C[C@H](CC(=O)N[C@H](CO)Cc2ccccc2)C(=O)N2CCC[C@H]2COC1=O	94.7	89.1	0.1	92.1	0.2	86.8	93.8	86.5
CSc1ccccc1-c1nnc(-c2ccccc2)o1	96.6	88.7	39.8	98.5	0.4	97.3	101.7	111.9
COc1ccc(C(CNC(=O)c2cccc(N(C)C)c2)N2CCCC2)cc1 (stereo not drawn)	103.6	103.9	2.9	102.2	-0.1	111.4	105.9	111.0
CCNC(=S)N1CC(C)OC(C)C1 (stereo not drawn)	93.8	90.8	1.7	91.0	0.0	101.8	100.5	104.0
COc1ccc(S(=O)(=O)N2CCC(N3CCCC3)CC2)cc1	103.2	108.8	-1.7	100.0	-0.1	98.3	102.4	91.0
CC1(C)COC2(OC1)C(=O)Nc1ccccc12	102.4	99.4	6.2	104.5	0.1	96.7	99.3	122.2
CC(=O)C1=C(C)NC(=O)NC1c1cc(Br)ccc1OCC(N)=O (stereo not drawn)	105.5	98.1	2.6	99.8	0.0	115.7	105.5	101.0
Cc1nn(-c2ccccc2)c(Cl)c1C(=O)Nc1nnc(C2CCCCC2)s1	91.3	88.1	-1.4	92.6	0.1	97.0	84.5	99.0
(cont.)
SMILES	AGP1-GFP MLPCN	CIT2-GFP yeast	AHR act	RPL19A-GFP yeast	Efflux pump mplx	LAP4-GFP MLPCN	MEP2-GFP yeast	Yeast superoxide
COc1ccc(N(CC(=O)N2CCN(C)CC2)S(=O)(=O)c2ccccc2)cc1OC	107.2	90.1	-3.2	103.0	-0.3	109.4	121.1	110.3
Cc1ccc(C(=O)NNC(=O)c2n[nH]c(=O)c3ccccc23)cc1C	95.0	89.5	15.8	102.3	0.3	109.7	99.3	112.5
COc1ccc(S(=O)(=O)NCCOc2ccccc2)cc1F	98.6	94.3	-2.1	97.4	0.1	103.0	93.8	94.3
CC(C)CCNC(=O)CCCOc1ccccc1	84.9	94.4	-1.8	100.2	0.1	90.7	94.9	91.2
CCOC(=O)c1cc2c(C)nn(-c3ccccc3)c2s1	95.4	97.7	4.2	95.1	0.0	96.4	94.7	105.5
COCCCNCCCCOc1ccc(C)cc1[N+](=O)[O-]	105.9	105.1	-0.8	103.9	-0.1	101.7	103.5	110.1
Cc1ccc(-c2cc3ccccc3nc2N2CCCC2)cc1	99.2	110.5	12.4	99.6	0.0	96.2	101.3	110.9
O=C(C[C@@H]1C/C=C\C[C@@H](Cc2ccc(F)cc2)C(=O)OCCNC1=O)NCCO	112.7	106.3	-1.8	103.9	-0.2	108.8	106.1	100.4
O=C(O)c1ccc(/C=N/Nc2nc3ccccc3[nH]2)cc1	97.6	98.0	15.4	107.9	0.4	102.0	108.8	105.1
CCOCc1nnc(NC(=O)c2ccc(NC(C)=O)cc2)s1	96.2	89.1	2.1	95.8	0.2	91.3	94.5	92.6
CCCNC(=O)c1ccc2c(c1)ncn2-c1ccccc1OC	102.9	94.1	-3.6	98.5	0.0	108.5	103.0	96.0
CCOc1ccc(CN2CCN(Cc3cnc(-c4ccccc4)s3)CC2CCO)cc1 (stereo not drawn)	105.5	106.9	2.2	105.0	0.1	90.9	105.9	98.1
O=C(O)Cc1ccc(-c2ccccc2)cc1	99.5	81.1	-0.7	100.5	-0.2	114.0	104.1	105.0
CCN(CC)c1ccc(/C=N/NC(=O)c2nnn(-c3nonc3N)c2C(C)C)c(O)c1	96.7	91.2	5.1	96.2	-0.3	104.8	103.2	88.4
CN(C)CCNC(=O)c1cccc(NS(=O)(=O)c2ccc(Cl)c(Cl)c2)c1	96.7	88.0	-0.6	89.3	0.7	95.9	87.8	105.9
O=C(Nc1cccc(Cl)c1)Nc1c[nH]c(=O)[nH]c1=O	90.2	97.5	7.5	100.4	0.2	82.5	105.3	103.4
O=C(O)C1CCC(Cn2c(SCc3cc(=O)n4cc(Br)ccc4n3)nc3ccsc3c2=O)CC1 (stereo not drawn)	84.6	95.4	-0.8	92.7	0.1	95.0	92.7	104.5

Screening data as filed in PubChem BioAssay.
